OX1R antag-1 – human HCRTR1 antagonism; 330,000 tested, 0.43% active; inhibition, % at 5 µM; AID 434989; CHO/OX1R cells, Fluo-8 calcium fluorescence, orexin A; O43613;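 active means inhibition above its plate's threshold, mean inhibition of all tested compounds on the plate plus 3 SD, cut at about 37% in these data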;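 further: 0% = orexin A challenge wells and 100% = SB-334867-A antagonist wells; not every result past the cut was called active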
Target sequence (O43613 whole entry, looked up): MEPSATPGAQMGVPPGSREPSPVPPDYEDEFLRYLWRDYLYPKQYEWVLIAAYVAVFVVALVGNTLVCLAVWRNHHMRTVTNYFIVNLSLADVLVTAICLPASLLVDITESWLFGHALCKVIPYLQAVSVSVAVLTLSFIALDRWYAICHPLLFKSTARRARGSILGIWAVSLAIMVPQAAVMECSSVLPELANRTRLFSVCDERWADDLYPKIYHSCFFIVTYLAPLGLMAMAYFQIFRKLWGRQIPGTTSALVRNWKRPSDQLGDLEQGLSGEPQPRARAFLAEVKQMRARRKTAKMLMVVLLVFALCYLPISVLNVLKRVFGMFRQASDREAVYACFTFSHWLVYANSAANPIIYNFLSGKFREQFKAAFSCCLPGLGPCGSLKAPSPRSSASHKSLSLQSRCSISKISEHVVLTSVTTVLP
STK33 inh – blocks human STK33 kinase activity | Q9BYT3 | purified STK33, MBP phosphorylation, ADP-Glo luminescence | inhibition, % at 10 µM | 320,000 tested, 0.073% active | AID 2661;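 active means inhibition at or above 25%, using the most active replicate where run in duplicate; inactive means inhibition below 25%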
Target sequence (Q9BYT3 whole entry, looked up): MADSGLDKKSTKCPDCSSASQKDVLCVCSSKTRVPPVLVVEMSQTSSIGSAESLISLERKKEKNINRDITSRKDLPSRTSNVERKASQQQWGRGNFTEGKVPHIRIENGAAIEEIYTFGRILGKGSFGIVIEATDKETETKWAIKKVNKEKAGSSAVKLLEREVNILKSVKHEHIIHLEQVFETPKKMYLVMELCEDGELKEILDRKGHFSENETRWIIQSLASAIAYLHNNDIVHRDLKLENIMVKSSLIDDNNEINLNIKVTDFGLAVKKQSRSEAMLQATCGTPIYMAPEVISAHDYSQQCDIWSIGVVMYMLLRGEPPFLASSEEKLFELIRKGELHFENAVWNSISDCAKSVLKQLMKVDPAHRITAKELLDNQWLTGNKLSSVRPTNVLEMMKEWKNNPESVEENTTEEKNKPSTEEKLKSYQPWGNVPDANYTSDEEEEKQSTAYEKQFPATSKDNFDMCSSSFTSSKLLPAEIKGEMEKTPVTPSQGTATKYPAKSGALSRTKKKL
OX1R antag-2 – OX1R (human) antagonism; O43613; AID 485270; inhibition, % at 6.6 µM; 330,000 tested, 1.8% active; OX1R-expressing cells, FRET antagonist read-out; in the data active means inhibition mostly above about 38%, no sharp cut-off; inactive means mostly below about 40%;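 further: 0% = agonist challenge alone and 100% = reference antagonist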
Starred values were filed as active, the others as inactive; . = not tested or not shown.

OX1R antag-2,OX1R antag-1,STK33 inh,compound
21,-25,-0.3,COc1ccccc1Sc1nc(-c2ccccn2)ncc1OC
4,-13,-1.3,CCN(CC)C(=O)CSc1nnc([C@@H](N)Cc2ccccc2)o1
32,-18,-2.3,CC(OC(=O)Cc1c(F)cccc1Cl)C(=O)NC1(C#N)CCCCC1 (configuration not stated)
17,-8,-0.4,CCN(CC)CCN(C)c1ccc(N2C(=O)C3CC=CCC3C2=O)cc1[N+](=O)[O-] (configuration not stated)
-5,-23,-1.1,O=C(O)c1ccc2c(c1)OCCOCCOCCOCCOCCO2
7,-26,-0.9,Cc1ccc2c(c1)NC(=O)[C@@]1(C)[C@@H](c3ccccc3)[C@H]3COc4ccccc4[C@@H]3N1C2=O
31,-10,0.1,O=C(Nc1cccnc1)c1ccc2c(c1)C(=O)N(Cc1cccnc1)C2=O
16,-7,-1.1,O=C(NCc1cccnc1)C(=O)NC1CCCCC1
21,-8,-0.3,Cc1c(C(=O)O)oc2c1C(O)CCC2 (configuration not stated)
5,-21,-0.1,Cc1ccc(C2CC(C(F)(F)F)n3nc(C(=O)NCc4ccco4)cc3N2)cc1 (configuration not stated)
16,-9,-0.3,O=C(N/N=C/c1sc(N2CCOCC2)nc1-c1ccccc1)c1ccccc1Cl
46,-15,-0.4,CCOc1ccccc1NC(=O)C(OC(=O)c1ccc(O)cc1)c1ccccc1 (configuration not stated)
11,-12,1.3,O=C(Cc1ccc(Cl)cc1)Nc1cccc2ncccc12
5,-23,-1.1,CCN1CCN(S(=O)(=O)c2ccc(Cl)c(C(=O)NC3CCCC3)c2)CC1
18,-27,-1.0,CCCC(=O)N(CC(=O)Nc1sc(C)c(C)c1C(N)=O)Cc1ccccc1

Looked up above.
COc1ccccc1Sc1nc(-c2ccccn2)ncc1OC | OX1R antag-1: -25
CCCC(=O)N(CC(=O)Nc1sc(C)c(C)c1C(N)=O)Cc1ccccc1 | OX1R antag-2: 18

Remaining list, next part
OX1R antag-2,OX1R antag-1,STK33 inh,compound
5,-6,0.3,CCCCNC(=S)NNC(=O)C12CC3CC(CC(C3)C1)C2
3,-27,-0.9,CC(=O)c1ccc(NC(=O)CCC(=O)N2CC(C)Oc3ccc(C)cc32)cc1 (configuration not stated)
40,-24,-1.0,CNc1nnc(-c2ccc(C)cc2)c2ccccc12
22,-24,1.1,C=CCn1c(SCC(=O)NCC2CCCO2)nc2sc(C)c(C)c2c1=O (configuration not stated)
9,-1,-0.4,CC(C)C(=O)Nc1ccc(-c2nc3cccnc3o2)cc1
1,-15,-0.2,CN(CC(=O)Nc1ccc(C#N)cc1)CC(=O)Nc1ccc(N2CCOCC2)cc1
13,-2,-3.0,CCN(CC)c1ccc(/C=N/N2CCN(c3ccccn3)CC2)cc1
2,-22,-0.8,CCOc1ccc(CCNC(=O)COC(=O)c2ccc[nH]c2=O)cc1OCC
15,-15,0.3,NNC(=O)c1cccc(COCC(F)(F)C(F)F)c1
24,-20,0.4,COc1nc(Nc2ccc3c(c2)OCO3)nc(OC)n1
19,-27,-0.4,Cc1oc(-c2cccc(F)c2)nc1CN(Cc1ccccc1)C[C@@H]1CCC(=O)N1
3,2,-0.6,Nn1c(SC/C=C/c2ccccc2)nnc1-c1ccncc1
33,83*,78*,CCN(CC)c1ccc(/C=C2/C(=O)c3ccc(C(=O)O)cc3C2=O)cc1
31,18,-1.2,COCc1cc(=O)[nH]c(Nc2nc3ccc(C)cc3o2)n1
8,-1,-0.6,CCCn1c(=O)c(C(=O)Nc2ccccc2C(=O)OCC)c(O)c2ccccc21
17,-24,0.2,Cc1ccccc1-n1nnnc1SCC(C)C
22,6,-1.3,O=C(Nc1nccs1)c1cc(-c2ccccc2)nc2ccccc12
6,-67,0.5,O=C(Nc1ccccc1N1CCOCC1)c1cc2c(s1)CCCCC2
7,-15,0.7,CC(C)[C@H](NC(=O)c1ccccc1Cl)C(=O)OCC(=O)N1CCCCC1
10,-8,-2.8,CCc1ccccc1-n1c(-c2ccncc2)n[nH]c1=S
10,-3,-1.4,c1nnc(NC2=NCCC2)s1
8,-10,-0.1,O=C(/C=C/c1ccc(F)cc1)NC(Cc1c[nH]c2ccccc12)C(=O)O (configuration not stated)
4,-8,-0.7,COc1cc(NS(=O)(=O)c2ccc(NC(=O)C3CCCO3)cc2)nc(OC)n1 (configuration not stated)
8,-26,1.4,CCOc1ccc(Cn2c3ccc(OC)cc3c3nc4ccccc4nc32)cc1
10,-22,0.4,O=C(N1CCOCC1)C12CCC3CC(CC(C3)C1)C2
10,-3,0.1,COc1cccc(N=c2oc3cc(O)ccc3cc2C(=O)NCC2CCCO2)c1 (configuration not stated)
12,-15,-2.9,CCNC(=O)NC(=O)C(C)SCc1ccccc1C (configuration not stated)
7,2,.,COc1cc(C2CC(=O)Oc3cc(O)ccc32)cc(OC)c1OC (configuration not stated)
8,-17,0.0,COc1ccc(S(=O)(=O)N(Cc2ccco2)Cc2cc3ccccc3[nH]c2=O)cc1
17,-21,-0.4,O=c1c2cc(Br)ccc2nc2n1CCCCC2
11,2,0.0,CCCN(CCO)Cc1cccc(Cl)c1
19,-12,-0.8,CNS(=O)(=O)c1ccc(CCC(=O)N2CCOCC2)cc1
12,-21,1.1,CCOCC(=O)Nc1ccc2c(c1)OCCO2
6,-20,-0.1,CCc1c(C2(O)CCCCC2)[nH]c2ncccc12
16,-40,1.9,COC(=O)C1CCN(C(=O)c2oc3c(Cl)cc(C)cc3c2C)CC1
6,-3,.,O=C(NCCC1=CCCCC1)c1ccc(F)cc1
-4,-63,-0.4,COc1cc(OC)cc(-c2c(-c3cccs3)c3cc(-c4ccc(CN5CCOCC5)cc4)ccc3n2C)c1
8,-4,0.4,Cn1nnnc1SCCOc1ccc(C#N)cc1
16,-19,-2.8,CC(C)(/C=N/NC(=O)CSCc1ccccc1Cl)CCC#N
10,-22,0.3,COc1cc(N)c(Cl)cc1C(=O)OCC(=O)c1cccs1
15,-18,-1.5,O=C(Nc1cccc(-c2ccc3nncn3n2)c1)C(F)(F)F
16,-37,-2.4,Cc1ccc(N(C(=O)CNC(=O)c2cccs2)C(C(=O)NC2CCCC2)c2ccncc2)cc1 (configuration not stated)
26,21,0.5,Cc1ccc(S(=O)(=O)N2CCCC2CNC(=O)C(=O)NC2CC2)cc1 (configuration not stated)
29,28,-2.2,Cc1ccc(C(=O)N2CCC(Cc3ccccc3)CC2)cc1[N+](=O)[O-]
9,0,1.1,Cc1nnc(SCC(=O)NC2CCS(=O)(=O)C2)n1Cc1ccccc1 (configuration not stated)

Gathered by group, the compounds so far containing fluorine.
OX1R antag-2,OX1R antag-1,STK33 inh,compound
32,-18,-2.3,CC(OC(=O)Cc1c(F)cccc1Cl)C(=O)NC1(C#N)CCCCC1 (configuration not stated)
5,-21,-0.1,Cc1ccc(C2CC(C(F)(F)F)n3nc(C(=O)NCc4ccco4)cc3N2)cc1 (configuration not stated)
15,-15,0.3,NNC(=O)c1cccc(COCC(F)(F)C(F)F)c1
19,-27,-0.4,Cc1oc(-c2cccc(F)c2)nc1CN(Cc1ccccc1)C[C@@H]1CCC(=O)N1
8,-10,-0.1,O=C(/C=C/c1ccc(F)cc1)NC(Cc1c[nH]c2ccccc12)C(=O)O (configuration not stated)
6,-3,.,O=C(NCCC1=CCCCC1)c1ccc(F)cc1
15,-18,-1.5,O=C(Nc1cccc(-c2ccc3nncn3n2)c1)C(F)(F)F

(cont.)
OX1R antag-2,OX1R antag-1,STK33 inh,compound
14,0,-1.3,CCn1c(CC(=O)Nc2ccc(F)cc2)nnc1SCC(=O)Nc1nnc(C)s1
10,-8,-0.2,CN(C(=O)CS(=O)(=O)Cc1ccccc1Cl)c1ccccc1
-2,-4,-0.2,O=C(NCc1ccco1)Oc1ccccc1
3,-27,0.3,Cn1ncc(Cl)c1C(=O)N1CCN(c2cccc(Cl)c2)CC1
8,-21,-1.1,CCC(C)(C)C1CCC(NC(=O)N2CCN(c3ccccc3O)CC2)CC1 (configuration not stated)
21,-26,1.1,Cc1ccccc1NCC(=O)N/N=C\c1ccc([N+](=O)[O-])s1
17,-6,0.0,CSc1cccc(NC(=O)COC(=O)C2(c3ccccc3)CC2)c1
88*,-9,0.6,CCn1c(C)[n+](CCOC(C)=O)c2cc(Cl)c(Cl)cc21
42,-39,-0.2,COc1cccc(/C=N/Nc2nc(-c3cccnc3)nc3ccccc23)c1
17,-1,-0.3,Cc1ccccc1NC(=O)CSc1nc(COc2ccccc2)nc2ccccc12
-5,-2,-1.1,COC(=O)C(NC(C)=O)(Nc1nc2ccc(C)cc2s1)C(F)(F)F (configuration not stated)
18,-29,-0.5,CCOc1ccc(S(=O)(=O)N2CCN(c3ccc(OC)cc3)CC2)c2cccnc12
22,-13,-0.2,CCN1C(=O)[C@@H]2[C@H](C1=O)[C@@H]1C[C@H]3C(=O)N(CC)C(=O)[C@H]3[C@@H]3C1=C(C(=O)N1C(=O)OC(=NCC4CC4)[C@]31C)[C@@H]2C
36,-12,1.1,COc1cccc(C(C#N)N2CCCCC2)c1O (configuration not stated)
8,-13,0.3,COc1cccc(C(=O)/C=C/Nc2cc(C)ccc2O)c1
21,-24,1.3,CC(=O)N1CCc2cc(S(=O)(=O)NCCC(=O)N3CCN(Cc4ccccc4)CC3)ccc21
9,5,.,Cc1cccc(NS(=O)(=O)c2cnc[nH]2)c1
15,2,-0.9,CC1Cc2cc(/C(O)=C3/C(=O)C(=O)N(CC4CCCO4)C3c3ccco3)ccc2O1 (configuration not stated)
-2,-6,.,CN(C)c1ccc(CNn2cnnc2SCC(=O)NC(C)(C)C)cc1
8,-28,-0.8,CC(=O)c1nc2ccccc2n1Cc1ccccc1
18,2,-0.1,CC(C)(C)OC(=O)NCCCC1=CC2=CC(=O)C(C)(O)C(=O)C2=CO1 (configuration not stated)
12,-10,-0.4,CCOC(=O)c1nnc(-c2ccccc2)o1
31,-17,-0.7,COc1ccc(OC)c(-c2csc(NC(=O)CSc3ccc([N+](=O)[O-])cc3)n2)c1
27,-18,-3.7,Cc1c(C(=O)Nc2cnccn2)oc2ccccc12
16,-20,-0.9,O=[N+]([O-])c1cc(S(=O)(=O)Nc2ccccc2)ccc1NCc1ccccc1
22,-36,1.0,O=C(NC(=S)Nc1ccccc1N1CCOCC1)c1ccccc1F
10,-12,0.3,CC(C)c1ccccc1N=C1SCCN1C1CCS(=O)(=O)C1 (configuration not stated)
42*,79*,1.8,CC[n+]1c(/C=C/N(C)c2ccccc2)n(-c2ccccc2)c2ccc(-c3nc4ccccc4s3)cc21
89*,-12,0.5,Nc1nc(SCC(=O)Nc2cccc(S(=O)(=O)N3CCCCCC3)c2)n[nH]1
14,-10,-2.4,COc1ccc(N2C(=O)CC(N3CCN(c4ccccc4)CC3)C2=O)cc1 (configuration not stated)

Reprinted at random: 4 records from the list.
OX1R antag-2,OX1R antag-1,STK33 inh,compound
18,2,-0.1,CC(C)(C)OC(=O)NCCCC1=CC2=CC(=O)C(C)(O)C(=O)C2=CO1 (configuration not stated)
31,-17,-0.7,COc1ccc(OC)c(-c2csc(NC(=O)CSc3ccc([N+](=O)[O-])cc3)n2)c1
15,2,-0.9,CC1Cc2cc(/C(O)=C3/C(=O)C(=O)N(CC4CCCO4)C3c3ccco3)ccc2O1 (configuration not stated)
14,-10,-2.4,COc1ccc(N2C(=O)CC(N3CCN(c4ccccc4)CC3)C2=O)cc1 (configuration not stated)

Four entries out of the list, ordered by formula weight, highest first.
OX1R antag-2,OX1R antag-1,STK33 inh,compound
31,-17,-0.7,COc1ccc(OC)c(-c2csc(NC(=O)CSc3ccc([N+](=O)[O-])cc3)n2)c1
16,-20,-0.9,O=[N+]([O-])c1cc(S(=O)(=O)Nc2ccccc2)ccc1NCc1ccccc1
27,-18,-3.7,Cc1c(C(=O)Nc2cnccn2)oc2ccccc12
9,5,.,Cc1cccc(NS(=O)(=O)c2cnc[nH]2)c1

Following part
OX1R antag-2,OX1R antag-1,STK33 inh,compound
9,-6,-2.5,O=C(COC(=O)c1cncc(Br)c1)NCc1ccccc1
-5,1,-1.3,Cc1cc(C)n(C(C)CC(=O)Nc2ccc3c(c2)OCO3)n1 (configuration not stated)
21,-2,1.2,COc1ccc(C2C(C(=O)c3cccs3)=C(O)C(=O)N2c2nnc(C)s2)cc1OC (configuration not stated)
21,0,0.2,COc1cc(NC(=O)Nc2ccc3c(c2)OCO3)cc(OC)c1OC
12,-21,-1.7,O=C(NCCc1ccccc1Cl)C1CC(=O)N(C2CCCCC2)C1 (configuration not stated)
0,-8,0.4,COc1ccc(Cl)cc1NC(=O)COC(=O)CNC(=O)C1CCCCC1
14,11,-0.6,Cc1cc(C)cc(SCc2noc(C(=O)NCC3CCCO3)c2C(=O)O)c1 (configuration not stated)
12,-12,-3.3,CCOC(=O)C1=CC[C@H]2c3c(c4ccc(OC)cc4n3C)C(=O)C1N2S(=O)(=O)c1ccc(C)cc1
9,-23,0.2,COc1ccccc1C(=O)NCCc1nc2ccccc2[nH]1

Screens: PubChem, several laboratories
